Assay outcomes (PubChem)
Fam108B inh: counter-screen for RBBP9 inhibitors: inhibitors of mouse Fam108B; recombinant Fam108B, FP-Rh probe fluorescence polarization; inhibition, % at 9.51 µM; actives 0.33% (n = 300,000); AID 1947;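 active = inhibition above the screen mean inhibition plus 3 SD, computed separately per campaign, cut at about 18% in these data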;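 note: inhibitors lower polarization as less probe binds the enzyme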
GSTO1 inh: blocks human GSTO1 in RBBP9 counter-screen. actives 1.1% (n = 300,000). P78417. inhibition, % at 5.96 µM. recombinant GSTO1, activity-based probe fluorescence polarization;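 active = inhibition above the campaign mean inhibition plus 3 SD, cut at about 35% in these data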;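 note: 0% = GSTO1-1 with DMSO and 100% = wells lacking GSTO1-1 enzyme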
Target sequence (P78417 whole entry, looked up): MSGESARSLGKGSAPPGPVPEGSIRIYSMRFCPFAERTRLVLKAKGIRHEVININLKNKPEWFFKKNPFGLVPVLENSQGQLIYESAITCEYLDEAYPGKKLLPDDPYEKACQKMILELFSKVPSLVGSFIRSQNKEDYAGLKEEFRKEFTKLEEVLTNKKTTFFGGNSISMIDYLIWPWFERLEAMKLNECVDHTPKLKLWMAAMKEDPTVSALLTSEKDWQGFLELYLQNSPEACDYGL
PME-1 primary: blocks human protein phosphatase methylesterase 1; inhibition, % at 5.9 µM; actives 0.53% (n = 320,000); Q9Y570; AID 2130; recombinant PME-1, FP-Rh probe fluorescence polarization;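 active = inhibition above the campaign mean of all compounds plus 3 SD, cut at about 26% in these data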;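 note: competitive labeling of PME-1 active site by serine hydrolase directed probe; 0% = PME-1 with DMSO and 100% = wells lacking PME-1 enzyme; inhibitors block probe labeling so polarization falls and inhibition rises; many of its hits are not listed in these tables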
pPAFAH inh: pPAFAH (human) enzyme inhibition | Q13093 | recombinant pPAFAH, FP-rhodamine probe fluorescence polarization | inhibition, % at 3.39 µM | actives 1.5% (n = 330,000) | AID 463082;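 active = inhibition above the mean inhibition across the screen plus 3 SD, cut at about 25% in these data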;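 note: inhibitors block binding of the rhodamine activity-based probe so polarization drops; 0% = enzyme with DMSO and 100% = wells lacking pPAFAH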
LYPLA1 counter: blocks human lysophospholipase 1, a PME1 counter-screen; O75608; recombinant LYPLA1, FP-Rh probe fluorescence polarization; inhibition, % at 5.9 µM; actives 0.16% (n = 320,000);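 active = inhibition above the mean of all tested compounds plus 3 SD, set per campaign, cut at about 14% in these data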;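 note: inhibitors block serine hydrolase probe labeling of LYPLA1 so polarization falls; 0% = enzyme with DMSO and 100% = wells lacking LYPLA1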
Target sequence (O75608 whole entry, looked up): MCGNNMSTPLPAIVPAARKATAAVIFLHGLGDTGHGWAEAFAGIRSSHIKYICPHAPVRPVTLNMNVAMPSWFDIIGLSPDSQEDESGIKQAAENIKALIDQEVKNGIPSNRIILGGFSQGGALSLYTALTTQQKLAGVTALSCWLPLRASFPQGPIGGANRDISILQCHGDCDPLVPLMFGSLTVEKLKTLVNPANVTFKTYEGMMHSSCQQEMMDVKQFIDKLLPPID
PAD4 FP inh: PAD4 (human) enzyme inhibition | Q9UM07 | recombinant PAD4, RCA probe fluorescence polarization | inhibition, % at 6.36 µM | actives 0.41% (n = 330,000);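 active = percent inhibition above a cutoff equal to the mean of all tested compounds plus 3 SD, cut at about 15% in these data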;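 note: 0% = PAD4 with RCA probe and DMSO and 100% = probe without PAD4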
PAFAH1B2 inh: PAFAH1B2 (human) inhibition; actives 1.2% (n = 340,000); inhibition, % at 3.39 µM; P68402; recombinant PAFAH1B2, FP-rhodamine activity probe, fluorescence polarization;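 active = inhibition above the mean of all tested compounds plus 3 SD, cut at about 24% in these data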;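 note: 0% = enzyme with DMSO and 100% = wells lacking PAFAH1B2; many of its hits are not listed in these tables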
PAFAH2 FP inh: inhibitors of human PAFAH2. recombinant PAFAH2, FP-rhodamine activity probe, fluorescence polarization. inhibition, % at 3.39 µM. actives 0.99% (n = 340,000). AID 492956;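 active = inhibition above the mean over all tested compounds plus 3 SD, cut at about 30% in these data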;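 note: inhibitors block probe labeling of enzyme so polarization drops; 0% = enzyme with DMSO and 100% = wells lacking PAFAH2 protein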
PAFAH1B3 inh: blocks human PAF acetylhydrolase 1B catalytic subunit 3; recombinant PAFAH1B3, FP-rhodamine probe, fluorescence polarization; inhibition, % at 3.39 µM; actives 0.28% (n = 340,000);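 active = inhibition above the screen-wide average of all tested compounds plus 3 SD, cut at about 25% in these data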;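 note: 0% = enzyme with DMSO only and 100% = wells lacking PAFAH1B3 protein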
* marks the source's active call; other numbers are inactive results; · = no result given.

SMILES	Fam108B inh	GSTO1 inh	PME-1 primary	pPAFAH inh	LYPLA1 counter	PAD4 FP inh	PAFAH1B2 inh	PAFAH2 FP inh	PAFAH1B3 inh
CCOC(=O)c1c(S(=O)(=O)NCC(=O)Nc2ccc(C)cc2)c(C)n(C)c1C	-4	0	8	3	1	-1	-3	-1	1
CCCN1C(=O)/C(=C/c2ccc(C)o2)SC1=Nc1ccc(OCC)cc1	0	0	-4	-3	1	-3	-2	-12	3
O=C(O)C1CCCCC1C(=O)Nc1ccc(F)c(F)c1 (stereo not drawn)	0	8	2	3	2	-3	-8	-8	4
CCS(=O)(=O)Nc1cccc(C2=NN(S(=O)(=O)c3ccccc3)C(c3ccco3)C2)c1 (stereo not drawn)	-1	-5	22	-3	3	-1	3	-4	1
Cc1oc2ccc(Br)cc2c(=O)c1-c1nn[nH]n1	-3	13	9	2	1	1	6	6	3
O=C(Nc1ccccc1)[C@@H]1CC=C[C@@H]2CCN(Cc3ccc(Cl)c(Cl)c3)C(=O)[C@@H]21	1	3	0	1	2	3	-1	-2	-2
Cc1cccc(CCNC(=O)c2cc(=O)[nH]c3ccc(Br)cc23)c1	-3	6	4	0	-4	-7	·	·	·
Cc1nn(CC(=O)N2CCCCCC2)c(=O)c2cc3occc3n12	0	2	-2	1	1	-4	2	0	4
O=C(CN1C(=O)NC2(CCCCC2)C1=O)Nc1ccccc1N1CCCCC1	·	·	5	4	3	2	4	-2	5
Cc1ccc([N+](=O)[O-])cc1NC(=O)C(C)N1CCCCC1 (stereo not drawn)	9	10	-5	2	-1	1	-1	-2	-1
CS(=O)(=O)N1CCC(C(=O)Nc2c(F)cccc2F)CC1	6	7	1	1	2	0	2	2	1
Cn1ncc2c(Sc3ccc(Cl)cc3)ncnc21	1	6	5	1	-1	9	10	2	-1
Cc1noc(C)c1C(=O)Nc1nc(-c2ccc(F)c(F)c2)cs1	·	·	1	5	0	4	2	-2	-2
COc1ccc(OC)c(NC(=O)CN(c2ccc(OC)c(Cl)c2)S(C)(=O)=O)c1	-1	9	0	-2	0	-3	5	-1	13
Cc1ccc(NC(=O)CN(C)C(=O)C(C)OC(=O)c2ccccc2NCCO)cc1 (stereo not drawn)	-1	5	2	1	0	-1	6	-3	5
O=C(NCCc1ccccc1)C(=O)c1c[nH]c2ccccc12	-1	9	-14	-2	-3	-2	4	6	10
CCN(CC)CC#CCC(C)(c1ccccc1)c1ccccc1	3	3	-2	-6	-2	0	2	6	-1
CC(=O)Nc1nc2cc(C(N)=O)ccc2s1	·	·	-12	3	0	-4	2	3	6
O=C(CCCSc1ccccc1)Nc1cccc(CO)c1	-1	3	-3	8	2	-4	4	0	-1
COc1ccccc1NS(=O)(=O)c1ccc(OC)c([N+](=O)[O-])c1	0	4	9	3	4	-1	-4	6	7
O=C(/C=C/Nc1ccc(S(=O)(=O)Nc2ncccn2)cc1)c1ccc(Cl)c(Cl)c1	-1	-1	-2	-6	2	-4	-2	3	6
Cc1ccc(NC(=O)[C@H](Cc2ccccc2)NC(=O)[C@@H]2Cc3ccccc3CN2)c(C)c1	3	3	-1	5	-1	1	6	2	5
Cc1ccc(C(=O)NCCCNC(=O)c2ccco2)cc1	0	6	-1	-1	-2	-1	4	-7	7
Cc1sc2nc(Cc3ccccc3)[nH]c(=O)c2c1-c1ccccc1	2	6	-4	0	-5	0	3	6	8
NC(=O)NNc1ncc(C(F)(F)F)cc1Cl	3	9	-1	-5	-1	-7	7	-6	2
Cn1ncc(Cl)c1C(=O)Nc1sc2c(c1C(N)=O)CCC2	-2	-4	5	2	29*	-8	-4	8	11
CCOC(=O)c1cc(C#N)c(SC)nc1-c1ccccc1	2	2	3	5	2	-1	-2	0	1
CCc1cccc(NC(=O)C2CCCN(S(=O)(=O)c3cccs3)C2)c1 (stereo not drawn)	-5	-5	-6	1	-3	-2	4	-7	1
CC(=O)Nc1sc(C)c(C)c1CN1CCN(Cc2ccccc2)CC1	2	-8	-2	1	0	5	2	-2	4

Of the compounds above, seven have four or more nitrogen atoms:
SMILES	Fam108B inh	GSTO1 inh	PME-1 primary	pPAFAH inh	LYPLA1 counter	PAD4 FP inh	PAFAH1B2 inh	PAFAH2 FP inh	PAFAH1B3 inh
Cc1oc2ccc(Br)cc2c(=O)c1-c1nn[nH]n1	-3	13	9	2	1	1	6	6	3
Cc1nn(CC(=O)N2CCCCCC2)c(=O)c2cc3occc3n12	0	2	-2	1	1	-4	2	0	4
O=C(CN1C(=O)NC2(CCCCC2)C1=O)Nc1ccccc1N1CCCCC1	·	·	5	4	3	2	4	-2	5
Cn1ncc2c(Sc3ccc(Cl)cc3)ncnc21	1	6	5	1	-1	9	10	2	-1
O=C(/C=C/Nc1ccc(S(=O)(=O)Nc2ncccn2)cc1)c1ccc(Cl)c(Cl)c1	-1	-1	-2	-6	2	-4	-2	3	6
NC(=O)NNc1ncc(C(F)(F)F)cc1Cl	3	9	-1	-5	-1	-7	7	-6	2
Cn1ncc(Cl)c1C(=O)Nc1sc2c(c1C(N)=O)CCC2	-2	-4	5	2	29*	-8	-4	8	11

Ordered by SMILES length (lowest first): some entries from above
SMILES	Fam108B inh	GSTO1 inh	PME-1 primary	pPAFAH inh	LYPLA1 counter	PAD4 FP inh	PAFAH1B2 inh	PAFAH2 FP inh	PAFAH1B3 inh
NC(=O)NNc1ncc(C(F)(F)F)cc1Cl	3	9	-1	-5	-1	-7	7	-6	2
CC(=O)Nc1sc(C)c(C)c1CN1CCN(Cc2ccccc2)CC1	2	-8	-2	1	0	5	2	-2	4
Cc1sc2nc(Cc3ccccc3)[nH]c(=O)c2c1-c1ccccc1	2	6	-4	0	-5	0	3	6	8

This is a subset; the hit share may differ from the screen's.
